# Bioassay records: PubChem, National Center for Advancing Translational Sciences (NCATS)
# NTMT1 inhibitor = Primary qHTS for Inhibitors of N-terminal methyltransferase 1 (NTMT1): MTaseGlo Assay. Potency, µM (highest dose often 114 µM), without a hit: at the highest dose activity change, negative = inhibition, usual class: inhibitors. AID 1645870, 2021. NTMT1 MTase-Glo SAH luminescence, purified enzyme. actives 2.5% (n = 59,000); active = well fitted inhibition curve with a large enough effect; inconclusive = small, poorly fitted or top-dose-only effect;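 note: plate controls were DMSO vehicle for no effect and no enzyme for full effect; nearly all actives have a fitted effect of over 65% in size; many of its hits are not listed in these tables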
# Target sequence (Q9BV86 whole entry, looked up): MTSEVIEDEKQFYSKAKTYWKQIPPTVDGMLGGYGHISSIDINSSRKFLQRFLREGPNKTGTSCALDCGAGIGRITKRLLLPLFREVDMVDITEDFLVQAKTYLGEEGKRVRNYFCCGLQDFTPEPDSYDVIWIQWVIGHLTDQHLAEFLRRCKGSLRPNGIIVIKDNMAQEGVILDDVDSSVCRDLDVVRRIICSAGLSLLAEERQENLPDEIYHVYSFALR
# Active calls of the source: *; ? = inconclusive; [ ] = remark or other dose. Potency is the fitted concentration of half-maximal effect. Only part of the results is shown, so the mix of outcomes need not match the whole.
SMILES,NTMT1 inhibitor
CC(C)NC(=O)C1CCC(n2c(NC(=O)c3ccc(F)cc3)nc3ccc(CN4CCC(C(C)(C)O)CC4)cc32)CC1 (configuration not stated),16%[57.5 µM]
Cc1ccc(C)c(SC2=NS(=O)(=O)c3ccccc32)c1,3%
O=C1N/C(=C\c2ccco2)C(=O)N1Cc1ccc(F)cc1,?
Cc1noc(C)c1-c1ccc2ncnc(NCc3ccc(F)cc3)c2c1,11%
Cc1cc2c(s1)c1cnn(Cc3ccc(C(C)C)cc3)c(=O)c1n2C,-2%
O=[S+]([O-])(Nc1ccccc1)c1ccc(NCc2ccc(Cl)cc2O)cc1,11%
Cc1cc(-c2nnc3n2CCCCC3)c(C)n1-c1cccc2ccccc12,9%
Cc1ccc(NS(=O)(=O)c2cc3c(cc2-c2ccccc2)NC(=O)CO3)cc1C,4%
Nc1ccccc1OCCn1c(CCNC(=O)C2CCCCC2)nc2ccccc21,29%
Cc1ccc(C(=O)NC(c2ccco2)c2cc(Cl)c3cccnc3c2O)cc1 (configuration not stated),12%
O=C(Nc1ncc(Cc2ccc(C(F)(F)F)cc2)s1)c1ccc(-c2ccccc2)o1,16%
Cc1scc2c1C(=O)NS2(=O)=O,10%
COC(=O)c1ccc(-c2c(NC(C)=O)sc3c2CCNC3)cc1,8%
CCCn1c(C)nc2c(NCCN3CCCC3)nc(C)nc21,0%
CC(=O)Nc1sc2c(c1-c1cc3ccccc3[nH]1)CCNC2,-4%
Cc1ccc(/C=C/C(=O)Nc2cccc([S+](=O)([O-])Nc3ccccc3F)c2)cc1,7%
C[C@H]1CN(C2COC2)CCN1c1ccc(Nc2cc(-c3ccnc(N4CCn5c(cc6c5CC(C)(C)C6)C4=O)c3CO)cn(C)c2=O)nc1,-10%
COc1cc(-c2nc(Nc3ccc(F)c(F)c3)c3ccccc3n2)c(F)cn1,5%[57.5 µM]
CCOc1ccc(C(=O)Oc2ccc(-c3nc4ccccc4[nH]3)cc2)cc1[N+](=O)[O-],2%
Cc1cc2c(s1)c1cnn(Cc3ccc(Cl)cc3)c(=O)c1n2C,89µM*
CCOc1ccc(CCNC(=O)c2cc3ccccc3o2)cc1OCC,5%
CC(C)(C)OC(=O)N1CCN(c2ccc(NCc3cnc(-c4ccc(C#N)cc4)s3)cc2)CC1,0%[57.5 µM]
Cc1ccc(S(=O)(=O)Nc2cccc(C(=O)Nc3nc(-c4ccccc4)cs3)c2)cc1,16%
CCN1CCCC1Cn1c(-c2ccccc2)nc2c(NCCOC)nc(C)nc21 (configuration not stated),-6%
O=C1c2ccccc2C(=O)N1c1ccc2ncccc2c1,8%

# Next results
SMILES,NTMT1 inhibitor
COc1ccc(C(=O)N2CCN(C(=O)/C=C/c3ccc(Br)cc3)CC2)cc1,10%
CCC[C@@H]1C[C@@H](C(=O)N[C@@H]([C@H]2O[C@H](SC)[C@H](O)[C@@H](O)[C@H]2O)[C@H](C)Cl)N(C)C1,6%
COc1cc(O)c(C(CC(=O)N2C[C@H](C)C[C@H](C)C2)c2ccc3c(c2)OCO3)c(OC)c1 (some centres not stated),-6%[228 µM]
CC(Nc1nc(-c2ccccc2C(F)(F)F)nc2ccccc12)c1ccc(-c2cccc(C(F)(F)F)c2)cc1 (configuration not stated),14%
O=C(Nc1ccc(-c2nc3ccccc3[nH]2)cc1)c1ccncc1,?
CN(C)CCCNc1ccc(NC(=O)c2cccs2)cn1,9%[57.5 µM]
NC(=O)C1CCN(c2nc(-c3ccccc3Br)cs2)CC1,-4%
Cc1c(C(=O)NCC2CCCO2)[nH]c2c1C(=O)CCC2 (configuration not stated),-1%
CCOc1ccc(CCNC(=O)c2ccc3ccccc3n2)cc1OCC,6%
CC(/C=C1\SC(=S)N(CC(=O)O)C1=O)=C\c1ccccc1,-6%
N/C(=N\c1nnc(-c2ccncc2)s1)Nc1ccc(F)c(C(F)(F)F)c1,?
Nc1cc(C(F)(F)F)c(-c2nc(N3CCOCC3)nc(N3CCOCC3)n2)cn1,3%
COc1cccc(C2=Nn3c(nnc3-c3cccc(OC)c3)SC2)c1,-5%
O=C1NS(=O)(=O)C(c2ccccc2)C1c1ccccc1 (configuration not stated),11%
O=[N+]([O-])c1ccc(CSc2nc3ncc(Br)cc3[nH]2)cc1,?
Cc1ccc(S(=O)(=O)Nc2cc(Br)ccc2C(=O)Nc2nc(-c3ccccc3)cs2)cc1,-22%[57.5 µM]
Cc1cc(NS(=O)(=O)c2ccc(NC(=O)Cc3ccccc3)cc2)no1,0%[57.5 µM]
CC(C)(C)OC(=O)Cc1nnc(CNC(=O)c2ccccc2)s1,18%[57.5 µM]
COc1cc2c3c(n(CCCN4CCOCC4)c(=O)c2cc1OC)-c1cc2c(cc1C3=O)OCO2,9%
C=CCNc1oc(C2CCCC2)nc1C#N,3%
Cc1ccc(NS(=O)(=O)c2ccc3c(c2)C(Cl)(Cl)C(=O)N3)cc1C,?
O=S(=O)(c1ccc2c(c1)OCCO2)N1CCN(S(=O)(=O)c2ccc3nc(Cl)c(Cl)nc3c2)CC1,-3%
c1ccc2c(-c3cnn4cc(-c5ccc(OCCN6CCOCC6)cc5)cnc34)ccnc2c1,-15%[57.5 µM]
COc1ccccc1-c1nnc2n1N=C(c1ccc(OC(F)F)c(OCC3CC3)c1)CS2,-1%
Cc1ccc(NS(=O)(=O)c2cc3c(cc2-c2ccco2)NC(=O)CO3)cc1C,-3%

# Part of the list above, reformatted.
molecule	NTMT1 inhibitor
c1ccc2c(-c3cnn4cc(-c5ccc(OCCN6CCOCC6)cc5)cnc34)ccnc2c1	-15%[57.5 µM]
O=C(Nc1ccc(-c2nc3ccccc3[nH]2)cc1)c1ccncc1	?
Cc1cc2c(s1)c1cnn(Cc3ccc(Cl)cc3)c(=O)c1n2C	89µM*

# Random excerpt: two records from the list, in no set order.
SMILES,NTMT1 inhibitor
CC(Nc1nc(-c2ccccc2C(F)(F)F)nc2ccccc12)c1ccc(-c2cccc(C(F)(F)F)c2)cc1 (configuration not stated),14%
CCOc1ccc(CCNC(=O)c2ccc3ccccc3n2)cc1OCC,6%

# The listing picks up; the 7 compounds before the break are reprinted first.
SMILES,NTMT1 inhibitor
COc1cc2c3c(n(CCCN4CCOCC4)c(=O)c2cc1OC)-c1cc2c(cc1C3=O)OCO2,9%
C=CCNc1oc(C2CCCC2)nc1C#N,3%
Cc1ccc(NS(=O)(=O)c2ccc3c(c2)C(Cl)(Cl)C(=O)N3)cc1C,?
O=S(=O)(c1ccc2c(c1)OCCO2)N1CCN(S(=O)(=O)c2ccc3nc(Cl)c(Cl)nc3c2)CC1,-3%
c1ccc2c(-c3cnn4cc(-c5ccc(OCCN6CCOCC6)cc5)cnc34)ccnc2c1,-15%[57.5 µM]
COc1ccccc1-c1nnc2n1N=C(c1ccc(OC(F)F)c(OCC3CC3)c1)CS2,-1%
Cc1ccc(NS(=O)(=O)c2cc3c(cc2-c2ccco2)NC(=O)CO3)cc1C,-3%
CNC(=O)[C@H]1O[C@@H](n2cnc3c(NCc4cccc(I)c4)nc(Cl)nc32)[C@H](O)[C@@H]1O,-25%
COc1cccc(CNc2ccc(S(=O)(=O)Nc3ncccn3)cc2)c1O,10%
O=C(Nc1nnc(-c2ccco2)o1)c1ccc(Cl)c(Cl)c1,3%
CC(=O)Nc1sc2c(c1-c1nc3ccccc3o1)CCN(C(C)C)C2,?
O=C(Nc1nnc(-c2ccco2)o1)c1ccc(Br)cc1,17%
N#Cc1c(Cl)cccc1Oc1ccc([S+](=O)([O-])N2CCN([S+](=O)([O-])c3c(F)cccc3F)CC2)cc1,3%
Oc1cccc2cc(-c3ccncc3)cnc12,?
c1nc(N2CCNCC2)c2cc(-c3ccc4c(c3)OCO4)ccc2n1,?
COc1cc(OC)cc(C2=Nn3c(nnc3-c3cccc(OC)c3)SC2)c1,?
Cc1nc(NC2CCCCC2)c2nc(-c3ccccc3)n(CCN3CCCC3)c2n1,-20%
O=C(O)c1ccc(S(=O)(=O)N[C@H](Cc2ccccc2)C(=O)O)cc1,12%
COc1ccc(-c2csc(N3CCC(C(N)=O)CC3)n2)cc1,?
Nc1ccc2c(c1)C(=O)NS2(=O)=O,12%
O=C1CCCC2=C1C(c1[nH]ncc1Cl)NC(=NCCc1cccnc1)N2 (configuration not stated),5%[57.5 µM]
CCS(=O)(=O)Nc1ccc(Oc2ccc(F)cc2F)c(-c2cn(C)c(=O)c3[nH]ccc23)c1,-2%
COC(=O)c1ccnc(NCc2ccc(O)c3ncccc23)c1,25%
COc1cccc(Nc2nc(C#N)nc(NC3CCCC3)n2)c1,-12%[57.5 µM]
CC(C)(C)OC(=O)NCCOCCOCCOc1ccc(-c2no[n+]([O-])c2C#N)cc1,10%[57.5 µM]
COc1cccc(C(=O)NC2CCN(C#N)CC2)c1,13%
Cc1ccc(CNc2ccc(N3CCN(C(=O)OC(C)(C)C)CC3)cc2)cc1,?
C[C@@H](NC(c1ccc(F)cc1)c1ccc2cccnc2c1O)c1ccccc1 (some centres not stated),-2%[57.5 µM]
O=c1c2ccc(C(F)(F)F)cc2nc2sc(Nc3ccc4c(c3)CCC4)nn12,19%
CC(=O)Nc1sc2c(c1-c1nc3ccccc3s1)CCN(Cc1ccccc1)C2,-4%
COc1ccc(-c2nc3ccccc3c(=O)n2Cc2ccco2)cc1COc1c(C)cccc1C,13%
Cc1cccc(CNc2nc(-c3ccccc3C(F)(F)F)nc3ccccc23)c1,13%

# Sorted by count of non-hydrogen atoms (largest number first): some entries from above.
SMILES,NTMT1 inhibitor
COc1ccc(-c2nc3ccccc3c(=O)n2Cc2ccco2)cc1COc1c(C)cccc1C,13%
CC(C)(C)OC(=O)NCCOCCOCCOc1ccc(-c2no[n+]([O-])c2C#N)cc1,10%[57.5 µM]
CC(=O)Nc1sc2c(c1-c1nc3ccccc3s1)CCN(Cc1ccccc1)C2,-4%
O=c1c2ccc(C(F)(F)F)cc2nc2sc(Nc3ccc4c(c3)CCC4)nn12,19%
COC(=O)c1ccnc(NCc2ccc(O)c3ncccc23)c1,25%
Nc1ccc2c(c1)C(=O)NS2(=O)=O,12%

# (list continues)
SMILES,NTMT1 inhibitor
Cc1c(-c2cnccn2)ssc1=S,3.2µM*
N#Cc1nc(Nc2cccc(Cl)c2)c2ncn(C3CCCC3)c2n1,15%
Oc1ccc(COC2CCN(Cc3ccccc3)C2)c2cccnc12 (configuration not stated),-7%
COc1ccc(CNC(=O)c2cc(-c3cncc(Cl)c3)cnc2-c2ccccn2)nc1OC,6%
Cc1cc(C)nc(NC(=S)N2CCN(c3nccc4ccccc34)CC2)c1,?
O=c1c2[nH]c3cc(Br)sc3c2cnn1Cc1ccccc1F,17%
CC(C)c1ccccc1-c1ncc(F)c(NC(C)(C)c2ccc(-c3cccnc3)cc2)n1,1%[57.5 µM]
O=C(Nc1ccc(-c2nc3ccccc3[nH]2)cc1)Nc1ccc2c(c1)CCCO2,12%
O=C(Nc1ccc(C(=O)Nc2nccs2)cc1)c1ccc2ccccc2c1,-7%
Cn1nnnc1Sc1ncnc2scc(-c3ccc(C(F)(F)F)cc3)c12,6%
C[C@]12CC[C@H](O)CC1=CC[C@@H]1[C@@H]2CC[C@]2(C)C(c3cccnc3)=CC[C@@H]12,14%[57.5 µM]
CC(C)(C)Cc1nnc(NC(=O)CSc2ccccc2)s1,6%[57.5 µM]
Cn1nnnc1Sc1ncnc2scc(-c3cccc(C(F)(F)F)c3)c12,-10%[57.5 µM]
Cc1cnc(NC(=O)c2ccc(-c3cccc([N+](=O)[O-])c3)o2)s1,?
O=C(CNC(=O)c1ccccc1)N[C@H](C(=O)Nc1cc(C(F)(F)F)ccc1Cl)c1ccccc1,13%
NC(=O)c1cccc(-c2cnc3c(O)ccc(C(=O)O)c3c2)c1,12%
COc1ccc(C2=Nn3c(nnc3-c3ccccc3OC)SC2)cc1OCC1CC1,?
FC(F)(F)c1ccccc1-c1nc(NCc2ccc(-c3ccc4ccccc4c3)cc2)c2ccccc2n1,20%
CC(=O)c1ccc(N2CCN(S(=O)(=O)c3ccc4c(c3)n(C)c(=O)n4C)CC2)cc1,15%
c1c[nH]c(CNc2ncnc3ccc(-c4ccoc4)cc23)n1,2%
CCOc1ccc(CCNC(=O)Cc2ccccc2)cc1OCC,18%
N#Cc1ccc(Cn2cncc2CN2CCN(c3cccc(Cl)c3)C(=O)C2)cc1,-17%
CC(C)C(=O)OCC(=O)[C@@]12O[C@H](C3CCCCC3)O[C@@H]1C[C@H]1[C@@H]3CCC4=CC(=O)C=C[C@]4(C)[C@H]3[C@@H](O)C[C@@]12C,0%
O=C(Nc1ccc(S(=O)(=O)Nc2nccs2)cc1)c1cccc2ccccc12,-7%
NC(=O)c1ccc(O)c2ncccc12,15%
O=C(Nc1nnc(-c2ccncc2)s1)Nc1ccc(Cl)c2ccccc12,-12%[57.5 µM]
CC(=O)Nc1ccccc1NC(=O)c1cnn2c(C)cc(C)nc12,?
